HTR1E agonist: 5-HT1E (human) receptor agonism. CHO 5-HT1E Ga15 NFAT-bla reporter, FRET; 0% DMSO wells, 100% control agonist wells. activation, % at 6 µM. actives 0.69% (n = 65,000). AID 574;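 active = activation above a set limit, the screen-wide mean activation plus 3 SD, cut at about 8.5% in these data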;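 note: 100% = positive control agonist at 1 µM giving full maximal response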
HER2 expr 66K: Her2 kinase expression inhibition. SKBR-3 HER2 protein level, AlphaScreen, 18-24 h; active compounds read low. HER2 level % of control, % at 10 µM. actives 0.69% (n = 65,000). AID 645;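 active = HER2 level under 5% of the carrier-only control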;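 note: 100% = DMSO carrier and 0% = 500 nM PU-H71 HSP90 inhibitor; lower value means stronger loss of Her2 protein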
5-HT1A blocker: 5-HT1a (human) receptor antagonism; P08908; CHO 5-HT1a Ga15 NFAT-bla reporter, antagonist mode; inhibition, % at 10 µM; actives 0.68% (n = 62,000); AID 612;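 active = inhibition above the mean of all tested compounds plus 3 SD, cut at about 43% in these data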;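 note: receptor stimulated by 5-CT agonist at 100 nM near EC80; beta-lactamase reporter measured by ratiometric fluorescence of a cleavable substrate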
Target sequence (P08908 whole entry, looked up): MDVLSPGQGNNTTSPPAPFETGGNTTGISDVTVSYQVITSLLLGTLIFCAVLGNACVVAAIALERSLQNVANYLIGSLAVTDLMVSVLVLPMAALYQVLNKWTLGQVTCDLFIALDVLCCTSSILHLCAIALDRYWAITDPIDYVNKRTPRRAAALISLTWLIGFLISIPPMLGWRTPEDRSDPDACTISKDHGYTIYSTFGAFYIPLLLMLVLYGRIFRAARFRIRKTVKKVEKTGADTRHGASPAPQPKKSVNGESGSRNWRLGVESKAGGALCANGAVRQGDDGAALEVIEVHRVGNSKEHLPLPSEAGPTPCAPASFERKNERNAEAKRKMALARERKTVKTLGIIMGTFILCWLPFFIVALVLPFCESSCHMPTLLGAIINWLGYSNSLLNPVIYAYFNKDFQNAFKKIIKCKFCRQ
MMP-13 inhibitor: blocks human MMP13 activity; MMP-13 fTHP FRET cleavage, Mca fluorescence; actives 0.07% (n = 65,000); inhibition, % at 4 µM; AID 570;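 active = inhibition above the mean of compound-free control plate wells plus 3 SD, cut at about 14% in these data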;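 note: 0% = DMSO wells and 100% = wells with reference MMP-13 inhibitor after basal subtraction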
Fluor 339 460: intrinsic fluorescence of library compounds, ex339/em460 – biochemical, MLSMR library, data from DPM-DC assay, artefact control, profiling panel; compound autofluorescence, ex339/em460 nm, NADH buffer; active compounds read high; 1 = no-compound wells, NADH background; fluorescence fold increase at 10 µM; actives 5.5% (n = 65,000);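 active = at 10 µM, mean starting fluorescence two-fold or more over control wells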;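 note: signal is the first read of a kinetic run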
Abs 340nm: absorbance at 340 nm; compound absorbance at 340 nm, fold over control; fold change at 10 µM; 65,000 tested, under 10 active; AID 708;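 active = at 10 µM dose, initial 340 nm absorbance at least 2 fold that of control wells; inactive = change under 2 fold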;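 note: initial absorbance extrapolated from kinetic A340 decline of NADH oxidation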
S1P1 ag-PAM: agonists and agonism potentiators of human S1P1 receptor; activation, % at 9.5 µM; P21453; AID 449; S1P1 CRE-bla cells, forskolin, beta-lactamase FRET, potentiator mode; S1P1 agonist co-added at EC20, 2 nM; 100% = saturating reference agonist, 0% = basal; actives 0.57% (n = 56,000);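 active = activation above a cutoff set at the mean activation of all tested compounds plus 3 SD, cut at about 54% in these data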;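 note: forskolin at 4 µM as EC80 and the EC20 agonist is SEW2871; 100% = SEW2871 at its EC100 plus forskolin at EC80; some compounds past the cut are filed as inactive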
Target sequence (P21453 whole entry, looked up): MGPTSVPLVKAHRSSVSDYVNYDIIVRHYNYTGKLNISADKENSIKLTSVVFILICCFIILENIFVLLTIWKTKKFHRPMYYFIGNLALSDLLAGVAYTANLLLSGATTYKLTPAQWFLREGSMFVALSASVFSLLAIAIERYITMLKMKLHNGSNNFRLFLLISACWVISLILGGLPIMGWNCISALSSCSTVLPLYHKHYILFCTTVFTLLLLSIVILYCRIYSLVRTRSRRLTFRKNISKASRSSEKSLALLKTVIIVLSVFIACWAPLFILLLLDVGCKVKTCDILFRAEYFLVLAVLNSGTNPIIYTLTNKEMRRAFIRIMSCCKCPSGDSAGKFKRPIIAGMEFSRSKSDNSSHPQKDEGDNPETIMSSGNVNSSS
5HT1E antag: blocks the human 5-HT1E serotonin receptor. CHO 5-HT1E Ga15 NFAT-bla reporter, FRET, antagonist. actives 0.99% (n = 65,000). P28566. AID 571. inhibition, % at 6 µM;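 active = inhibition above a set limit, the mean inhibition across every tested compound plus 3 SD, cut at about 29% in these data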;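 note: signal is the 460 over 535 nm emission ratio of beta-lactamase substrate; 0% = agonist plus DMSO wells and 100% = wells without agonist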
S1P3 agonist: agonists of human S1P3 receptor; actives 0.1% (n = 60,000); activation, % at 4.5 µM; S1P3 NFAT-BLA reporter cells, agonism, FRET ratio; relative to 1 µM S1P, basal subtracted;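 active = activation above the screen-wide mean plus 3 SD, cut at about 4.5% in these data, passing the limit was not always enough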; note: some compounds called inactive have numbers as strong as hits
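Material: Human S1P3 NFAT-BLA reporter CHO cells | Incubation: Overnight plating, 4 h compound 37 °C, 2 h substrate RT | Signal: FRET β-lactamase substrate fluorescence, excitation 405 nm, 460/535 nm emission ratio, background-subtracted | Compound: 4.5 µM final, single dose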
Starred values were filed as active, the others as inactive; · = no result given; [ ] = another dose, or the depositor's remark.

HTR1E agonist	HER2 expr 66K	5-HT1A blocker	MMP-13 inhibitor	Fluor 339 460	Abs 340nm	S1P1 ag-PAM	5HT1E antag	S1P3 agonist	mol
1.2	100	-16	-3	0.96	1	9	3	1.9	COc1cccc(-n2c(SCc3c(C)noc3C)nnc2-c2cccc(S(=O)(=O)N(C)C)c2)c1
-0.6	74	-8	0	1	1	-2	-6	-0.7	CCOC(=O)C1CCN(C(=O)CN(c2ccc(OC)cc2)S(=O)(=O)c2c(C)noc2C)CC1
1.0	96	6	1	1.1	1	-10	-2	-0.1	CC(CC1C(C#N)=C(N)SC(N)=C1C#N)c1ccccc1 (configuration not stated)
-0.7	92	-5	-110[fluorescence artefact?]	5*	1.1	0	-8	0.0	CCN1CCN(Cc2c(O)ccc3c(=O)c(-c4ccccc4OC)coc23)CC1
14*	94	5	2	1	1	-5	12	3.2	CC1=C(C(=O)OCC(C)C)C(c2cccc(F)c2)N2C(=O)C(C)SC2=N1 (configuration not stated)
-0.2	67	6	2	1.1	1.1	·	3	·	Cc1c(NC(=O)CCC2CCCCC2)c(=O)n(-c2ccccc2)n1C
0.5	100	8	3	1.1	0.99	-20	-1	-0.3	CC1CC(C)CN(c2nc3c(c(=O)[nH]c(=O)n3C)n2CCCSc2nc3ccccc3s2)C1 (configuration not stated)
-0.3	161	61*	1	1.1	1	59*	9	-1.2	O=C(Nc1ccc(OC(F)F)c(Cl)c1)Nc1ccc2c(c1)OCO2
0.6	96	11	5	1.1	1	·	7	·	CCOC(=O)c1sc(N(Cc2ccccc2)C(=O)CSc2nnc(C3CC3)n2N)nc1C
0.4	121	-7	0	1.1	1	5	3	-0.6	CC(=O)NCCn1c(SCC(=O)NCC2CCCO2)nc2ccccc2c1=O (configuration not stated)
-0.4	88	-2	0	1	1	-12	-2	-0.5	Cc1ccc(S(=O)(=O)NCC(=O)OCC(=O)Nc2ncc(Cl)cc2Cl)cc1
2.3	126	5	2	1.1	1	-18	16	-1.1	COCc1cc(CN2CCCC2)c(O)c2ncccc12
0.1	119	0	4	1.1	1	·	0	-0.7	CCCn1c(CCc2ccccc2)nnc1SCC(=O)N1CCCC1
-0.1	73	29	3	1.1	1	-11	-2	-0.5	CCOC(=O)c1ccc(NC(=O)CN(c2ccc(C)cc2)S(=O)(=O)c2c(C)n[nH]c2C)cc1
2.2	60	-15	-10	1.4	1	38	-10	-1.5	O=C(Nc1nc(-c2ccc(S(=O)(=O)N3CCCCCC3)cc2)cs1)c1cccs1
-0.8	99	-8	-11	1.1	1	-14	7	-1.1	CCN(CC)S(=O)(=O)c1cccc(C(=O)OCC(=O)N2CC(=O)Nc3ccccc32)c1
-0.9	90	10	0	1.2	1	10	11	-1.0	CN(C)S(=O)(=O)c1ccc(S(=O)(=O)N(Cc2ccccn2)Cc2ccco2)cc1
0.3	130	39	0	1	0.99	12	6	-0.9	CCN(CCO)C1CC(=O)N(c2ccccc2C)C1=O (configuration not stated)
-0.1	114	-1	-1	1.1	1.2	2	-20	0.6	CC(C)CN(CC(C)C)S(=O)(=O)N1CCC(C(=O)NCc2ccccn2)CC1
0.5	102	-1	-2	1.1	0.98	62*	-7	-0.4	COCCN(C(=O)c1ccccc1)c1nnc(-c2cccnc2)s1
1.4	85	·	1	1	1.1	-30	-1	-0.2	CCC(C)Nc1nc(-c2cccc(OC)c2O)nc2ccccc12 (configuration not stated)
1.3	33	-5	-1	1.1	1	11	-2	-0.7	Cc1ccc(C)n1-c1ccncc1
-0.1	128	14	5	1	1	80	-9	-1.0	Cc1cc(-c2nnc(-c3ccccc3)c(-c3ccccc3)n2)c(C)o1
0.1	96	-14	-2	1.1	1	-11	-5	-0.3	Cc1nc(N2CCN(Cc3ccccc3)CC2)nc2c1C(=O)CC(C)C2 (configuration not stated)
-0.4	100	2	4	1.1	1	-15	-10	-1.3	O=C(c1ccco1)N1CCN(C(=O)C2c3ccccc3Oc3ccccc32)CC1
1.3	130	0	1	1.1	1	7	-3	1.1	O=C(O)CCCC(=O)N1CCN(c2cccc(Cl)c2)CC1
0.2	167	-3	2	1	0.99	3	0	-1.2	O=C(Nc1cccnc1)c1ccc(Cl)c(S(=O)(=O)N2CCCCCC2)c1
-0.2	148	8	0	1.1	0.98	-38	3	-0.3	CCC(=O)N1c2ccc(S(=O)(=O)CCC(=O)NC3CCCC3)cc2CC1C (configuration not stated)
2.7	121	-3	4	1	0.98	·	-8	·	Nn1c(Cc2ccccc2F)nnc1SCC(=O)N1CC(=O)Nc2ccccc21
-0.3	108	2	0	1.1	1.1	-10	2	-0.6	Cc1ccc(NC(=O)CN(C)c2ccc(S(=O)(=O)N3CCN(C)CC3)cn2)cc1
0.6	120	-19	-209[fluorescence artefact?]	2.1*	1.1	-2	11	1.7	CC1(C)Cc2ccccc2-c2nc(NCCCO)n(-c3ccccc3)c(=O)c21
-1.2	129	7	4	1.1	0.98	0	-2	-1.0	CCOc1ccc(NC(=O)CCn2cccc2)cc1
0.1	70	-5	-2	1.3	1.1	3	-3	-0.5	O=C(Nc1nnc(-c2ccccc2Cl)o1)c1ccc(S(=O)(=O)N2CCCCCC2)cc1
-0.1	91	6	6	1.1	1	-11	-1	-0.4	COc1cc(SC)ccc1C(=O)N1CCCCCC1
44*	83	-4	-2	1.1	0.99	2	-1	-1.1	Cc1ccc(-n2c(SCC(=O)N3CCOCC3)nnc2-c2cccnc2)cc1C
0.8	82	13	2	1.1	1.1	4	15	-1.1	COc1ccc(OC)c(CCNC(=O)CC2Oc3ccccc3NC2=O)c1 (configuration not stated)
-0.3	100	11	6	1.2	1	-8	13	-0.6	CCOC(=O)Cc1csc(SCc2nc3ccccc3c(=O)[nH]2)n1
-1.4	106	0	5	1.1	1.1	·	14	-0.9	O=C(Nc1ccc(N2CCOCC2)c(Cl)c1)c1c(F)c(F)c(F)c(F)c1F
1.0	64	2	1	1.1	1	-5	-9	-0.4	O=c1c2c3n(c(=O)nc2[nH]n1-c1ccccc1)CCCCC3
0.4	98	4	3	2.1*	1	-5	-2	-0.2	CCn1nnc(NC(=O)c2ccc(-c3ccc(Cl)cc3)o2)n1
0.1	56	3	9	1.1	1	·	5	1.2	Cc1ccccc1-c1nnc(SCc2ccccc2)o1
0.1	87	-2	1	1.1	1	-6	-9	0.3	CC(C)NC(=O)Cn1c(SCC(=O)N2CCc3ccccc3C2)nc2ccccc21
-0.2	124	3	8	1	1.1	-4	-13	-1.0	CC(=O)OCC1OC(n2ccc(=O)[nH]c2=O)C(O)C1O (configuration not stated)
0.5	95	8	-37	1.3	1.1	-39	7	6.8	CCCN1CCN(CCCNC(=O)c2cc3c(=O)n(C)c4ccccc4c3n2C)CC1
0.8	98	-7	5	1.1	1	6	17	-0.1	O=C(NCCc1ccc(Cl)cc1)C1CCN(S(=O)(=O)c2ccc(-n3cnnn3)cc2)CC1
-0.8	83	·	-3	1	0.98	17	8	5.4	C[C@@H]1C[C@H]2[C@@H]3CCC4=CC(=O)C=C[C@]4(C)[C@@]3(F)[C@@H](O)C[C@]2(C)[C@@]1(O)C(=O)COP(=O)(O)O
-0.5	91	0	5	1.1	1.1	-1	-4	-0.9	O=C(Nc1cccc(S(=O)(=O)C(F)F)c1)c1ccc(S(=O)(=O)N2CCOCC2)cc1
-0.6	98	-3	2	1	0.98	-7	-1	-0.8	C[C@H](NC(=O)Nc1cccc(C(F)(F)F)c1)C(=O)O
0.2	131	-4	7	1.1	1.1	·	5	-0.9	Cn1c(SCC(=O)NCc2ccco2)nnc1-c1cccs1
-2.3	101	-1	5	1	0.98	-8	10	-1.0	COc1cc(C)nc(OCCNS(=O)(=O)c2cc(C)ccc2C)n1
-0.8	125	-4	-6	0.96	1	8	-11	-0.6	Cc1ccc(S(=O)(=O)N2Cc3ccccc3CC2C(=O)Nc2cc(C)on2)cc1 (configuration not stated)
-0.2	112	5	1	1.1	1.1	6	4	-2.2	Cn1c(=O)[nH]c(=O)c2c1nc(N1CCCCC1)n2CCOc1ccccc1
-0.2	102	2	4	1.1	0.99	-19	6	-0.8	COc1cc(CNc2nc3ccccc3[nH]2)cc(OC)c1OC
3.0	90	-10	5	1.2	1.1	-4	-5	-0.7	CCCCC(=O)Nc1nc2c(OC)ccc(OC)c2s1
0.4	103	-12	5	1	1	-6	9	-0.4	CC1(C)CC(=O)C(C(c2cccnc2)C2C(=O)CC(C)(C)CC2=O)C(=O)C1
0.1	106	8	2	1.1	1	·	2	-0.8	COc1c(F)c(F)c(C(=O)Nc2ccccc2N2CCN(C(=O)C(C)C)CC2)c(F)c1F

Carrying on:
HTR1E agonist	HER2 expr 66K	5-HT1A blocker	MMP-13 inhibitor	Fluor 339 460	Abs 340nm	S1P1 ag-PAM	5HT1E antag	S1P3 agonist	mol
0.5	82	4	2	1	0.99	28	2	-1.0	Clc1ccc(CSc2nnc(Cn3cnc4ccccc43)o2)cc1
-0.1	109	-8	0	1.1	0.99	6	15	-0.8	Cn1cccc1Cc1nnc(SCC(=O)Nc2ccccc2F)n1-c1ccc(F)cc1
-1.1	156	10	-16	1.7	1	-9	-4	-1.2	N#Cc1ccccc1NCc1ccccc1
-0.3	110	·	0	1	0.98	-2	0	-3.0	Cc1cc(NS(=O)(=O)c2ccc(N)cc2)no1

Structures above that have an NH in an aromatic ring, in the order listed:
HTR1E agonist	HER2 expr 66K	5-HT1A blocker	MMP-13 inhibitor	Fluor 339 460	Abs 340nm	S1P1 ag-PAM	5HT1E antag	S1P3 agonist	mol
0.5	100	8	3	1.1	0.99	-20	-1	-0.3	CC1CC(C)CN(c2nc3c(c(=O)[nH]c(=O)n3C)n2CCCSc2nc3ccccc3s2)C1 (configuration not stated)
-0.1	73	29	3	1.1	1	-11	-2	-0.5	CCOC(=O)c1ccc(NC(=O)CN(c2ccc(C)cc2)S(=O)(=O)c2c(C)n[nH]c2C)cc1
-0.3	100	11	6	1.2	1	-8	13	-0.6	CCOC(=O)Cc1csc(SCc2nc3ccccc3c(=O)[nH]2)n1
1.0	64	2	1	1.1	1	-5	-9	-0.4	O=c1c2c3n(c(=O)nc2[nH]n1-c1ccccc1)CCCCC3
-0.2	124	3	8	1	1.1	-4	-13	-1.0	CC(=O)OCC1OC(n2ccc(=O)[nH]c2=O)C(O)C1O (configuration not stated)
-0.2	112	5	1	1.1	1.1	6	4	-2.2	Cn1c(=O)[nH]c(=O)c2c1nc(N1CCCCC1)n2CCOc1ccccc1
-0.2	102	2	4	1.1	0.99	-19	6	-0.8	COc1cc(CNc2nc3ccccc3[nH]2)cc(OC)c1OC

Bioassay records deposited in PubChem BioAssay by several laboratories.
